High-throughput results: PubChem BioAssay, several laboratories
ASAP1 GAP inh: blocks human ASAP1-stimulated Arf1 GTP hydrolysis. GDP FP detection. inhibition, % at 16.5 µM. 360,000 tested, 0.19% active. Q9ULH1. AID 624377; in the data active means inhibition above about 25%;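 further: 0% = vehicle with enzyme and substrate and 100% = no enzyme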
Target sequence (Q9ULH1 325-724 limits assumed): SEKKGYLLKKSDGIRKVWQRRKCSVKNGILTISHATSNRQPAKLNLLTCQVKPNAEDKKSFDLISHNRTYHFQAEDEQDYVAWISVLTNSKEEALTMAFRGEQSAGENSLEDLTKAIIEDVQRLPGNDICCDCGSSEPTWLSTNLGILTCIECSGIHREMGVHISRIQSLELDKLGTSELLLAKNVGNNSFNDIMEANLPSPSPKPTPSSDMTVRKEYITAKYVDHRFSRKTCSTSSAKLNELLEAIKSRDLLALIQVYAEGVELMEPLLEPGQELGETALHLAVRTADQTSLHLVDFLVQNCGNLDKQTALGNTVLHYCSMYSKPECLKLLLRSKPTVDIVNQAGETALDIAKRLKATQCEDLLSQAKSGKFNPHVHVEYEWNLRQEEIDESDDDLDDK
ARFGAP1 inhibitor: rat ARFGAP1 inhibition | inhibition, % at 16.5 µM | AID 651572 | Arfgap1-stimulated ARF1 GTP hydrolysis, GDP FP detection | 360,000 tested, 0.26% active | Q62848;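 active means inhibition above a per-plate limit, mean inhibition of low control wells plus 3 SD, cut at about 25% in these data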;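 further: 0% = DMSO wells with enzyme and 100% = wells lacking Arfgap1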
Target sequence (Q62848 1-136 limits assumed): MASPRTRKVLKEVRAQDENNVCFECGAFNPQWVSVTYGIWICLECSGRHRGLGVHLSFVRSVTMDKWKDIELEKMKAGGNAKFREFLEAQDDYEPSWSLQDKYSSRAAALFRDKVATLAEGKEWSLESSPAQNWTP
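system = rat Arfgap1 catalytic domain, aa 1-136 | technique = FP, GDP Alexa 633 tracer displaced from anti-GDP antibody, 620/688 nm | compound = one concentration, 16.5 µM, DMSO 1.26% | medium = HEPES-based buffer, pH 7.5 | timing = compound-enzyme preincubation 20 min, reaction 120 min, detection 60 min, 25 °C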
mABHD4 FP: inhibitors of mouse ABHD4; Q8VD66; purified mABHD4, FP-Rh probe fluorescence polarization; inhibition, % at 8.92 µM; 370,000 tested, 0.54% active; AID 720543;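 active means inhibition exceeding the mean over every tested compound plus 3 SD, cut at about 30% in these data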;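 further: 0% = plate median of compound wells and 100% = S159A mutant with DMSO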
Target sequence (Q8VD66 whole entry, looked up): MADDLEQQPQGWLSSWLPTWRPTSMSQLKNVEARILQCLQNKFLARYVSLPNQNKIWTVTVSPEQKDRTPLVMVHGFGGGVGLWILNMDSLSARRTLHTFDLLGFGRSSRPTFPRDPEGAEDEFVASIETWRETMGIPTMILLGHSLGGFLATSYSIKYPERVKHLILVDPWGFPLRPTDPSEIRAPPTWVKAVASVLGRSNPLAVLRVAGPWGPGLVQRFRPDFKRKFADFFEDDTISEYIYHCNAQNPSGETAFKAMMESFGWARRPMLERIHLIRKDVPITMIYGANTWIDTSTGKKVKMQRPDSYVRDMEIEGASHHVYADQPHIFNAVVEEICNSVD
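Assay system: mouse ABHD4 enzyme, wild type / Also added: fluorescent activity-based probe FP-Rh / Doses: single nominal dose of 8.92 µM, 0.89% DMSO final / Timing: 45 min compound pre-incubation plus 60 min probe step, 25 °C / Signal: FP readout, ex 525 nm / em 598 nm / Control set: S159A mutant/DMSO as 100%, compound-well median as 0%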
GC-A act: GC-A (human) enzyme activation | P16066 | HEK293 GC-A cells, cGMP TR-FRET, EC30 ANP; 0% at EC30 ANP, 100% saturating ANP | activation, % at 10 µM | 370,000 tested, 0.14% active | AID 1671463; in the data active means activation above about 40%
Rev-erbA mod: modulates human Rev-erb alpha binding to DNA; AID 1259318; 370,000 tested, 0.79% active; activity, % at 10 µM; P20393; Rev-erbα–FITC-DNA binding, fluorescence polarization, 90 min;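 active means activity above about 14%, limit read from the data; passing the limit was not always enough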;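 further: 0% = DMSO wells with 35 nM protein and 100% = DMSO wells with 750 nM protein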
GC-B act: GC-B (human) receptor activation. P20594. HEK293-GC-B cells, CNP EC30, cGMP TR-FRET; 0% at EC30 CNP, 100% saturating CNP. activation, % at 10 µM. 370,000 tested, 0.11% active. AID 1920062;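 active means activation at 10 µM reaching about 35% in either raw or pattern-adjusted values, limit read from the data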
rCAG RNA binder: molecules binding r(CAG) RNA repeats; r(CAG) RNA repeat, TO-PRO-1 dye displacement fluorescence; inhibition, % at 3 µM; 370,000 tested, 1.3% active; AID 651821;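 active means inhibition above the plate cutoff, the mean of all test compounds on that plate plus 3 SD, cut at about 35% in these data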;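 further: 0% = DMSO alone and 100% = 100 µM mitoxantrone as full dye displacement; higher means more dye released from RNA so lower well fluorescence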
PG9 binder: binds the HIV-1 gp120 antibody PG9; 360,000 tested, 0.43% active; inhibition, % at 6.7 µM; TR-FRET gp120-PG9 antibody binding; AID 624416; in the data active means inhibition above about 8.5%
SMARCA2 activ: SMARCA2 function activation, primary screen. MG213 cells, MMTV-luciferase reporter, dexamethasone, overnight. activation, % at 9.1 µM. 370,000 tested, 1% active; in the data active means activation above about 7.8%;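 further: 0% = vehicle wells and 100% = reference activator wells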
HTRA1 inh: blocks human HTRA1 serine peptidase. Q92743. 340,000 tested, 0.5% active. recombinant HTRA1, FP-rhodamine activity-based probe, fluorescence polarization. AID 504803. inhibition, % at 5.96 µM; in the data active means inhibition above about 36%;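 further: 0% = enzyme with DMSO and 100% = wells lacking enzyme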
* = called active by the depositor; nt = no result given.

SMILES	ASAP1 GAP inh	ARFGAP1 inhibitor	mABHD4 FP	GC-A act	Rev-erbA mod	GC-B act	rCAG RNA binder	PG9 binder	SMARCA2 activ	HTRA1 inh
Cc1cccc(NC(=O)[C@H](NC(=O)[C@@H]2Cc3ccccc3CN2)c2ccccc2)c1	19	5	4	1	4	-7	-2	-0.9	-1	-22
CC(C)C(=O)Nc1cc(-c2nc3ncccc3o2)ccc1Cl	0	1	1	4	-3	3	0	1.5	-2	-1
O=C(NCc1ccco1)NC(=O)c1csc([N+](=O)[O-])c1	-4	-4	2	-1	-4	-4	2	-0.6	-7	6
CCOC(=O)c1cc(-c2csc(COc3ccccc3Cl)n2)on1	-2	-6	14	63*	3	8	0	-0.7	0	-8
COc1ccc(C2=Nc3ccccc3N(C(=O)c3ccncc3)C2C(=O)NC(C)C)cc1 (stereo unspecified)	3	11	2	-5	3	-9	2	0.5	9.7*	nt
Nc1cnccc1C(=O)O	1	2	86*	-1	-3	-3	-45	-2.8	4	20
CC(NC(=O)c1ccc(C(F)(F)F)cc1)C(c1ccccc1)N1CCOCC1 (stereo unspecified)	-5	-7	2	-6	2	-3	-6	-1.1	3	-1
Cc1cccc(-c2c3c(=O)n(C)c(=O)n(C)c3cn2C(C)C)c1	-4	1	-7	3	0	4	-8	0.7	1	-1
CC1CCC/C(=N\NC(=O)COc2ccc(Cl)cc2Cl)C1 (stereo unspecified)	3	-6	-6	1	-3	1	4	-0.9	0	4
COC(=O)c1cc(S(=O)(=O)N2CCN(c3ccccc3C)CC2)cn1C	nt	nt	-7	-2	-1	1	1	nt	-7	nt
COc1cccc(NS(=O)(=O)c2ccc3c(c2)N(C(C)=O)CCS3)c1	-11	-4	-4	-1	-4	1	3	0.1	-2	0
Cc1ccccc1C(=O)NC1CCN(Cc2nnnn2CCc2ccccc2)CC1	-4	-5	2	1	-5	4	-5	0.7	0	-3
CCc1nc2ccc(C(=O)NCc3cccs3)cn2c1N(C)Cc1nccs1	-5	2	-1	9	0	2	0	0.5	-1	nt
Cc1cccc(C=NOCCc2ccccc2)n1	-7	-7	1	1	-9	1	1	0.3	2	-4
CN(C(=O)Nc1cccc(C(F)(F)F)c1)C1CCCCC1	-12	-1	-1	1	-8	-1	0	-1.3	-1	9
O=C(NCc1ccco1)C1CCCN1C(=O)NCc1ccccc1 (stereo unspecified)	1	19	1	3	-1	-6	0	-1.1	1	1
N/C(=N\OC(=O)CCc1ccccc1)c1cccnc1	9	12	-5	0	-1	1	-2	-1.0	4	-2
Cc1ccccc1OCC(=O)Nn1c(COc2ccccc2)nc2ccccc2c1=O	-5	3	-2	2	2	1	11	0.1	0	-3
CCOc1ccc(CCN2C(=O)C(=O)N([C@@H](Cc3ccccc3)CN3CCC[C@H]3CN3C(=O)C(=O)NC[C@@H]3Cc3ccc(O)cc3)C[C@@H]2CC(C)C)cc1	-6	-13	8	7	-5	6	3	-1.7	-1	nt
Cc1cc(NC(=O)CCCN2C(=O)c3cccnc3C2=O)no1	-14	-1	4	-1	-2	7	-1	0.2	0	0
O=C(COC(=O)c1cnccn1)Nc1cccc2ccccc12	5	-1	-4	-1	-3	0	9	-1.8	-1	0
N[C@@H](Cc1ccccc1)C(=O)N1CCOCC1	-9	-2	3	1	-6	1	3	-0.7	1	-5
O=C1C2C(c3ccccc3)C=CC(c3ccccc3)C2C(=O)N1C1CCCCC1 (stereo unspecified)	1	5	6	-2	2	-2	0	-2.0	0	-5
O=C(O)COc1nsnc1N1CCOCC1	-14	-8	-5	4	7	-2	-1	1.0	1	11
COc1cc(OC)c(CN2CCN(c3ccc(F)cc3)CC2)cc1Br	5	5	13	-1	2	-13	-6	1.8	1	-1
COc1ccc(CCC(=O)Nc2ccccc2C(F)(F)F)cc1	-1	8	2	4	1	3	0	0.1	-2	-2
CC(C)c1ccc(CC(=O)N2CCC2(C)C(=O)Nc2ccccc2)cc1 (stereo unspecified)	-19	-8	-4	2	-4	2	1	-1.2	-4	nt
COc1ccc(S(=O)(=O)NC(C)C(=O)NCc2ccncc2)cc1C (stereo unspecified)	6	1	-2	3	1	1	0	-0.5	-1	-6
Cc1ccccc1N(CC(=O)N/N=C/c1cc(C)n(-c2ccccc2C)c1C)S(C)(=O)=O	8	-9	1	-14	-1	-12	3	-0.9	0	4
Cn1nnnc1SCC(=O)Nc1cc(C(C)(C)C)nn1-c1ccccc1	-11	-6	-2	0	3	1	-4	0.2	-2	-2
CSCC[C@H](NC(=O)c1cccc(S(=O)(=O)N2CCCCCC2)c1)c1nc2ccccc2[nH]1	4	10	-13	-2	-3	4	9	-0.3	-7	-22
Cc1ccc(-c2ccc(S(=O)(=O)NCc3ccco3)cc2)cc1	-5	6	4	0	-5	7	1	1.8	-4	2
COc1cc(C(C#N)N2CCCCC2)ccc1O (stereo unspecified)	-2	2	7	-2	0	0	1	-2.9	1	9
Cc1ccc(/C=C2/C(=O)c3ccc(C(=O)O)cc3C2=O)o1	-11	14	34*	5	3	3	32	-1.1	-3	22
CC(=O)C(Sc1ccc2nnc(-c3ccncc3)n2n1)C(C)=O	3	1	4	-1	-7	2	0	-0.6	4	-2
Cc1nc(CCNC(=O)CC2C(=O)NCCN2Cc2ccccc2)sc1C (stereo unspecified)	8	11	4	2	-5	5	-1	-0.3	-1	2
O=C(NCc1ccco1)C1CC(O)CN1C(=O)Nc1ccccc1 (stereo unspecified)	-4	-1	7	0	5	0	3	-1.8	-2	7
O=C1NCCc2c1[nH]c1c(Cl)ccc(Cl)c21	6	-6	-5	-1	5	3	0	-1.7	-2	-12
O=C(C1CCCO1)N1CCN(C(=S)Nc2ccccc2Cl)CC1 (stereo unspecified)	12	8	0	2	6	4	-3	-0.6	2	7
Cc1ccsc1CN(C)CC(=O)Nc1cccc(S(=O)(=O)N(C)c2ccccc2)c1	-5	-9	-8	-6	4	1	-2	0.7	-2	-30
O=C1C=C(c2cc(F)ccc2F)C[C@@H](c2ccc(Cl)cc2)C1	13	3	-20	9	-3	14	3	-0.1	1	-33
Cc1ccc(Cl)cc1NC(=O)CCn1cccc1	8	-11	2	0	1	-8	6	-0.8	0	-6
Cc1ccccc1OCC(=O)NCC1CCCO1 (stereo unspecified)	-7	6	0	4	-7	4	2	2.3	-9	-3
O=C(c1ccccc1)c1ccc(-c2ccc(O)cc2)cc1	0	3	-11	-6	3	-2	10	-0.7	2	-40
O=C(Nc1nc2ccccc2[nH]1)c1cccs1	9	1	0	3	7	-2	0	-0.2	4	-2
O=CC(=Cc1ccccc1)c1ccccc1	-3	-2	-7	1	-10	-1	0	-2.3	-3	6
COc1cc2c(cc1NC(=O)Nc1ccccc1)oc1ccccc12	19	13	-30	-4	3	-10	35*	3.0	2	-6
COCCN(C(=O)C1=COCCO1)c1c(N)n(CC(C)C)c(=O)[nH]c1=O	3	-8	-5	3	5	2	-1	0.8	-1	1
Cc1ccc(C(=O)/C=C/Nc2ccc(S(=O)(=O)Nc3onc(C)c3C)cc2)cc1	-4	-14	7	1	-1	-2	48*	1.3	-2	0
COc1ccccc1C(=O)Nc1ccccc1N1CCOCC1	1	0	-6	0	-6	4	-5	1.2	2	-4
O=C(CCNS(=O)(=O)c1ccccc1)NCC1CCCCC1	-16	18	2	-2	-4	2	-3	1.9	2	0
COc1cccc2cc(C(=O)N3CCN(c4ccccn4)CC3)c(=O)oc12	14	-1	4	0	-4	-4	-5	-1.2	1	-2
CC(C)Oc1cccc(C(=O)C2CCCN(S(C)(=O)=O)C2)c1 (stereo unspecified)	-6	-3	-3	9	-2	7	-10	-0.3	-2	-23
O=C(COc1ccc(/C=N/NC(=O)C(=O)N2CCCCC2)cc1)Nc1ccccc1Cl	10	0	4	-5	-9	3	-1	-2.1	0	-6
C(=N\n1cnnc1)/c1cccc2ccccc12	-8	-16	5	1	2	-3	-1	1.8	-3	7

Of the compounds above, 13 have four or more nitrogen atoms.
SMILES	ASAP1 GAP inh	ARFGAP1 inhibitor	mABHD4 FP	GC-A act	Rev-erbA mod	GC-B act	rCAG RNA binder	PG9 binder	SMARCA2 activ	HTRA1 inh
COc1ccc(C2=Nc3ccccc3N(C(=O)c3ccncc3)C2C(=O)NC(C)C)cc1 (stereo unspecified)	3	11	2	-5	3	-9	2	0.5	9.7*	nt
Cc1ccccc1C(=O)NC1CCN(Cc2nnnn2CCc2ccccc2)CC1	-4	-5	2	1	-5	4	-5	0.7	0	-3
CCc1nc2ccc(C(=O)NCc3cccs3)cn2c1N(C)Cc1nccs1	-5	2	-1	9	0	2	0	0.5	-1	nt
CCOc1ccc(CCN2C(=O)C(=O)N([C@@H](Cc3ccccc3)CN3CCC[C@H]3CN3C(=O)C(=O)NC[C@@H]3Cc3ccc(O)cc3)C[C@@H]2CC(C)C)cc1	-6	-13	8	7	-5	6	3	-1.7	-1	nt
Cc1cc(NC(=O)CCCN2C(=O)c3cccnc3C2=O)no1	-14	-1	4	-1	-2	7	-1	0.2	0	0
Cc1ccccc1N(CC(=O)N/N=C/c1cc(C)n(-c2ccccc2C)c1C)S(C)(=O)=O	8	-9	1	-14	-1	-12	3	-0.9	0	4
Cn1nnnc1SCC(=O)Nc1cc(C(C)(C)C)nn1-c1ccccc1	-11	-6	-2	0	3	1	-4	0.2	-2	-2
CSCC[C@H](NC(=O)c1cccc(S(=O)(=O)N2CCCCCC2)c1)c1nc2ccccc2[nH]1	4	10	-13	-2	-3	4	9	-0.3	-7	-22
CC(=O)C(Sc1ccc2nnc(-c3ccncc3)n2n1)C(C)=O	3	1	4	-1	-7	2	0	-0.6	4	-2
Cc1nc(CCNC(=O)CC2C(=O)NCCN2Cc2ccccc2)sc1C (stereo unspecified)	8	11	4	2	-5	5	-1	-0.3	-1	2
COCCN(C(=O)C1=COCCO1)c1c(N)n(CC(C)C)c(=O)[nH]c1=O	3	-8	-5	3	5	2	-1	0.8	-1	1
O=C(COc1ccc(/C=N/NC(=O)C(=O)N2CCCCC2)cc1)Nc1ccccc1Cl	10	0	4	-5	-9	3	-1	-2.1	0	-6
C(=N\n1cnnc1)/c1cccc2ccccc12	-8	-16	5	1	2	-3	-1	1.8	-3	7
